Assay outcomes from PubChem.
Gal4-VP16 FLuc: Gal4-VP16 reporter inhibition counter-screen; 3.5% of 310,000 active; Drosophila S2 Gal4-VP16 UAS-luciferase, luminescence, 20 h; AID 2546; Potency, µM (series often up to 53.6 µM), for the others: at the highest dose activity, negative = inhibition, usual class: inhibitors;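 further: Gal4-VP16 expression switched on by copper sulfate through the metallothionein promoter; on the % scale 0 is the no-effect control and ±100 the full control effect; nearly all actives have a fitted effect of over 50% in size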
NPC1 prom act: NPC1 promoter activation | 2.4% of 320,000 active | Potency, µM (series often up to 9.22 µM), for the others: at the top dose activation, usual class: activators | Huh7 NPC1 promoter luciferase reporter, 24 h;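 further: % of control where 0% means no effect; nearly all actives have a fitted effect of over 60% in size; reporter is driven by a mutant NPC1 promoter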
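Huh7 reporter cells (NPC1 promoter driving luciferase) are dosed with compound for 24 h at 37 °C, 5% CO2; luciferase detection reagent is then added and luminescence measured after 10 min at ambient temperature.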
CXXC DNA block: inhibitors of human MLL CXXC domain-DNA interaction. 0.037% of 290,000 active. MLL-CXXC / FITC-HOXA9 DNA fluorescence polarization. Potency, µM (highest dose often 115 µM), for inactives: at the top dose activity change, negative = inhibition, hits mostly inhibitors. Q03164; active means well fitted inhibition curve with a large enough effect in the polarisation, with a control signal flat, not every such curve was filed as active; inconclusive means small, poorly fitted or top-dose-only effect, or effect the other way, or a change in a side signal; inactive means no such curve, though single readings can be large or run the other way; the % refers to the polarisation
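Fluorescence polarization: 7 uM MLL-CXXC (stock) preincubated 5 min with compounds, then 50 nM fluorescein-HOX-A9 DNA (stock) added; 30 min ambient. Buffer 50 mM Tris-HCl pH 7.5, 50 mM NaCl, 1 mM DTT, 0.05% BSA.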
Rab9 promoter act: activates the Rab9 promoter. 2.8% of 320,000 active. Potency, µM (highest dose often 9.22 µM), for inactives: at the top dose activation, negative = inhibition, hits mostly activators. AID 485297. Huh7 Rab9 promoter-luciferase reporter, luminescence, 24 h; further: % of control where 0% means no effect; nearly all actives have a fitted effect of over 60% in size
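Cells were plated at 1500 per well in reduced-serum medium with 10% FBS and left 2 h. Compound in DMSO was then added for 24 h at 37 °C. Reporter signal was read by luminescence after 10 min with luciferase detection reagent.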
BRCA1 expr act: increases BRCA1 expression | Potency, µM (titrated, usually from 46.1 µM), for inactives: top-dose activation, hits mostly activators | 1.1% of 380,000 active | MCF7-BRCA1-FFLuc reporter, luminescence, 48 h; response scale: scaled: vehicle 0%, 10 µM genistein 100%; further: nearly all actives have a fitted effect of over 80% in size; some results filed as inactive show a strong effect at the top dose
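MCF7-BRCA1-FFLuc cells, 2000/well in phenol-red-free MEM, attached 2 h then treated 48 h at 37 C. Luciferase luminescence read 15 min after reagent; normalized to genistein maximum activation (10microM) and DMSO, concentration-response fitted.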
MBNL1 CUG block: blocks human MBNL1 binding to CUG repeat RNA. TR-FRET MBNL1-His/biotin-(CUG)12 binding, 665/545 ratio. Potency, µM (doses to about 57.5 µM), without a hit: at the highest dose activity change, negative = inhibition, hits mostly inhibitors. 0.036% of 280,000 active. AID 2675; active means well fitted inhibition curve with a large enough effect in the signal ratio, with a control signal flat, not every such curve was filed as active; inconclusive means small, poorly fitted or top-dose-only effect, or effect the other way, or a change in a side signal; inactive means no such curve, though single readings can be large or run the other way; the % refers to the signal ratio; further: on the % scale 0 is the no-effect control and ±100 the full control effect
Target sequence (Q9NR56 whole entry, looked up): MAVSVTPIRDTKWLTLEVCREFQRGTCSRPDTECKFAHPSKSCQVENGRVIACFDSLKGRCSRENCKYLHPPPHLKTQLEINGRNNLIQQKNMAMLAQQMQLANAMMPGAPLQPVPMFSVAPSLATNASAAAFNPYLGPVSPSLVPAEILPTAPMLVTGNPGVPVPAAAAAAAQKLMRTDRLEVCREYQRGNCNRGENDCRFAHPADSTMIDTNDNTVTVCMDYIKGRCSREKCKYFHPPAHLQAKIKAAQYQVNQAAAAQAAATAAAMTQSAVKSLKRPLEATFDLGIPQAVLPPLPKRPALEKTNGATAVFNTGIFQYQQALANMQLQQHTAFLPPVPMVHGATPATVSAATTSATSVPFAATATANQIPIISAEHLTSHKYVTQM
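TR-FRET readout: Ex 340 nm, 665/545 nm emission ratio, normalized to buffer-only (basal) and MBNL1-(CUG)12 controls. Complex of MBNL1-His with Biotin-(CUG)12, compounds 92 nM–58 uM, incubated 60 min at room temperature.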
uPA surface inh: cell surface uPA generation inhibition. cell surface uPA generation assay, qHTS. Potency, µM (titrated, usually from 38.3 µM), for the others: at the highest dose activity change, negative = inhibition, actives largely listed as inhibitors. 0.31% of 330,000 active. AID 540303; active means well fitted inhibition curve with a large enough effect; inconclusive means small, poorly fitted or top-dose-only effect; inactive means no such curve, though single readings can be large or run the other way; tested in mouse RAW 264.7 cells; further: on the % scale 0 is the no-effect control and ±100 the full control effect; nearly all actives have a fitted effect of over 55% in size
RORg inh: blocks mouse ROR gamma transcriptional activity. P51450. Drosophila S2 Gal4-RORgamma UAS-luciferase reporter, 20 h. 5.4% of 310,000 active. Potency, µM (titrated, usually from 53.6 µM), for the others: at the highest dose activity change, negative = inhibition, actives largely listed as inhibitors; further: on the % scale 0 is the no-effect control and ±100 the full control effect; nearly all actives have a fitted effect of over 60% in size
Target sequence (P51450 whole entry, looked up, the tested form may be a part): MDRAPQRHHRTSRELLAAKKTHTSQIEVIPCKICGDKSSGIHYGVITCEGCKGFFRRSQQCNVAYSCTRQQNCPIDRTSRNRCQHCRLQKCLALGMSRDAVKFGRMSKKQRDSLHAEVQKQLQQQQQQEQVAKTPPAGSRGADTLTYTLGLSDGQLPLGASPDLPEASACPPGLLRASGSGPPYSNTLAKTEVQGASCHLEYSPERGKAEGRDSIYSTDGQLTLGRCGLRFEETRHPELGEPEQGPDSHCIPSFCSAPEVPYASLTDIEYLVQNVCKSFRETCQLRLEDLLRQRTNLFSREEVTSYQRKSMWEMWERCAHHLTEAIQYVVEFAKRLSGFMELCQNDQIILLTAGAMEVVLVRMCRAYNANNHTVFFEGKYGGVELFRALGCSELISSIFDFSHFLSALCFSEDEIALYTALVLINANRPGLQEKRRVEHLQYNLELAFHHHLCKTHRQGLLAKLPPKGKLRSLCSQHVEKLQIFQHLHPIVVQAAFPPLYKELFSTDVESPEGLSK
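Read-out: Photinus luciferase luminescence; inhibitors lower reporter signal. Insect Schneider cells with Gal4-ROR gamma fusion under metallothionein promoter, UAS reporter; 700 uM final copper sulfate induction, 20 hr, ambient temperature.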
ELG1 genotoxic: induces genotoxicity in HEK293T cells with luciferase-tagged ELG1; HEK293T ELG1-luciferase reporter, luminescence, 16 h; Potency, µM (series often up to 46 µM), inactives show at the highest dose activity change, positive = activation, usual class: activators; 1.3% of 330,000 active; AID 504466; further: % of control where 0% means no effect; nearly all actives have a fitted effect of over 60% in size
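Luminescence read-out: rising ELG1-luciferase signal, reflecting elevated ELG1 protein under genetic stress, flags genotoxic compounds. Cells were treated for 16 hr at 37 °C before ONE-Glo detection.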
p53 reactivation: restores transcriptional activity of mutant p53. Potency, µM (doses to about 92.2 µM), without a hit: at the top dose activity change, positive = activation, usual class: activators. H1299 p53-A138V BP100-luciferase reporter, luminescence, 24 h. 0.063% of 320,000 active. AID 504706; further: % of control where 0% means no effect; nearly all actives have a fitted effect of over 45% in size
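H1299 (p53-null), stable ts p53-A138V + BP100-Luc; 1000 cells/well, Opti-MEM/10% FBS; cpd 4 pt, 1:5; 24 h, 37 deg C, 5% CO2; detection reagent 10 min RT; luminescence.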
FLuc modulator: firefly luciferase modulation, counter-screen for miR-21 project | P08659 | purified FLuc, Km substrates, luminescence inhibition | Potency, µM (titrated, usually from 57.5 µM), inactives show at the highest dose activity change, negative = inhibition, most hits filed as inhibitors | 6.9% of 360,000 active | AID 588342;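 further: plate controls were vehicle for no effect and reference inhibitor for full effect; nearly all actives have a fitted effect of over 55% in size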
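Purified P. pyralis luciferase, 10 nM final, with Km-level 10 uM D-luciferin and 10 uM ATP in 50 mM Tris acetate pH 7.5, 10 mM Mg acetate, 0.01% Tween-20, 0.05% BSA; 6-point qHTS titration about 60 µM downward; luminescence read.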
Numbers without * were called inactive; u = inconclusive; x = not tested or not shown; & = joins results of further samples; [ ] = dose if it differs, or a comment. Unless noted, the call rests on the fitted dose curve; in most records, active means well fitted curve in the direction sought with a large enough effect; inconclusive means small, poorly fitted or top-dose-only effect, or another doubt; inactive means no such curve, though single readings can be large; an effect the other way counts as inactive or inconclusive. Potency means the concentration at half of the fitted maximal effect.

SMILES	Gal4-VP16 FLuc	NPC1 prom act	CXXC DNA block	Rab9 promoter act	BRCA1 expr act	MBNL1 CUG block	uPA surface inh	RORg inh	ELG1 genotoxic	p53 reactivation	FLuc modulator
CCOC(=O)CN(C(=O)COC(=O)C1(c2ccccc2)CC1)c1ccc(F)cc1	x	-2%	x	0%	1%	x	-12%	x	-2%	-9%	1%
Cc1c(C)c2cc3c4c(oc3c(C)c2oc1=O)CCCC4	4%	12%	2%	14%	-3%	-12%	6%	-4%	3%	4%	u
CC(C)n1ncc2c(C(=O)N3CCN(Cc4ccc(Br)s4)CC3)cc(C3CC3)nc21	x	1%	x	-3%	-26%	x	12%	x	-11%	1%	4%
Cc1nn(C)c(C)c1CN(C(=O)CCc1nnc(Cc2c[nH]c3ccccc23)o1)C(C)C	0%	0%	6%	18%	-1%	11%	-1%	24%	0%	-2%	-3%
O=c1[nH]c(/C=C\c2cccc(O)c2)nc(O)c1[N+](=O)[O-]	-2%	-3%	-23%	-2%	0%	-5%	1%	-8%	1%	6%	u
COC(=O)CSc1cccc2c1C(=O)CC2c1ccccc1 (configuration not stated)	12%	-5%	-4%	5%	-4%	-7%	12%	2%	0%	3%	u
Cc1cccc(NS(=O)(=O)c2cc(C(=O)N3CCCC3)ccc2Cl)c1	1%	0%	1%	-11%	-1%	-3%	1%	5%	2%	-7%	-3%
CC(=O)c1c(C(C)=O)c(C)n(NC(=O)c2ccncc2)c1C	-6%	-1%	-3%	-2%	-7%	u	5%	20%	3%	4%	5%
COC(=O)C1=C(C)N(c2cccc3ccccc23)C(=O)C1	5%	-4%	u	-5%	-2%	6%	-3%	u	0%	5%	2%
Cc1ccc(CN(C(=O)CNC(=O)c2cccs2)C(C(=O)NCC2CCCO2)c2ccccc2)cc1 (configuration not stated)	u	0%	-3%	-1%	-3%	-6%	-3%	u	-8%	0%	1%
COC(=O)c1nnn(CC(=O)Nc2cc(Cl)ccc2C)c1C(=O)OC	1%	-3%	0%	-4%	-20%	7%	2%	-5%	1%	4%	1%
O=C(COC(=O)c1cccs1)NCc1ccco1	-1%	1%	0%	-6%	-12%	-3%	5%	20%[10 µM]	2%	6%	-9%
COC(=O)c1ccccc1NC(=O)CSc1nc(N)cc(=O)[nH]1	-3%	-4%	3%	-6%	-27%	-13%	0%	-29%	0%	-5%	1%
O=C(COc1ccc(Br)cc1)Nc1ccccc1C(=O)N1CCOCC1	1%	2%	7%	-2%	-18%	-1%	6%	15%	-7%	-8%	-1%
COc1ccc(-c2ccnc3c(C(=O)O)cnn23)cc1	16%	-3%	-1%	-1%	18%	u	1%	7%	3%	2%	1%
Clc1ccc(CONc2ncnc3nonc23)c(Cl)c1	u	u	10%	3.5µM*	91%	u	-2%	u	3%	18%	u
Cc1cccc(C)c1OCC(=O)NNC(=O)c1ccoc1C	-5%	-5%	1%	12%	-9%	-2%	-1%	-2%	0%	-6%	-1%
COc1ccc(C(=O)NC(C)CCCC(C)(C)O)cc1OC1CCN(C(C)=O)CC1 (configuration not stated)	4%	0%	-10%	0%	3%	-1%	-1%	12%	1%	u	1%
Fc1ccccc1Sc1ccccc1CNC1=NCCN1	-11%	0%	0%	-3%	-35%	-15%[11.5 µM]	-3%	1%	-4%	-9%	-2%
Cc1ccc(S(=O)(=O)N2CCCC(c3nc4c(nnn4Cc4ccc5c(c4)OCCO5)c(=O)[nH]3)C2)cc1 (configuration not stated)	-7%	1%	-3%	-4%	-74%	6%	1%	28%	10%	-6%	-2%
CC(C)(C)NS(=O)(=O)c1ccc2nc(NC(=O)c3ccc(N4C(=O)CCC4=O)cc3)sc2c1	-2%	-5%	-2%	-2%	2%	47%[activator]	-4%	-20%	-4%	0%	2%
CCOC(=O)C1=C(C(F)(F)F)Nc2ncnn2C1c1cc(OC)c(OC)cc1OC (configuration not stated)	-11%	2%	-5%	1%	-21%	-8%	5%	1%	0%	-9%	2%
Cc1cc(=O)n2c3ccccc3n(CC(O)CN3CCOCC3)c2c1C#N (configuration not stated)	-7%[10 µM]	-4%	-1%	1%	1%	-8%	-1%	-20%	-5%	-3%	0%
NS(=O)(=O)c1ccc(CNC(=O)c2cc(-c3ccccn3)nc3ccc(Cl)cc23)cc1	-11%	-7%	3%	-4%	-41%	400%[activator]	-8%	-21%	u	3%	3%
CN(C)c1ccc(/C=N/NC(=O)c2ccccc2Cl)cc1	u	-1%	6%	13%	u	u	-18%	-5%	u	u	17µM*
COc1ccc(/C=C/C(=O)NCc2nc3ccccc3[nH]2)cc1OC	0%	6%	3%	-7%	-18%	14%	-2%	14%	7%	0%	u
Cc1ccc(-c2cc(C(=O)O)n[nH]2)s1	-7%	2%	8%	1%	0%	-13%	0%	35%	-1%	0%	u
O=C(CSc1nnc(NC2CC2)s1)NN1C(=O)NC2(CCCCC2)C1=O	x	-3%	x	-2%	1%	x	-4%	x	2%	-1%	-1%
O=C1CC(c2ccccc2)CC(O)=C1C=NCCN1CCN(C(=S)Nc2cccc(Cl)c2)CC1 (configuration not stated)	0%	-2%	1%	-1%	-3%	-6%	-16%	3%	-5%	-2%	0%
N#CC1=C(S)N=C(N)C(c2nc(-c3ccccc3)cs2)C12CCCCC2 (configuration not stated)	u	13%	16%	-2%	-22%	5%	-3%	10µM*	-2%	12%	-5%
CCCCNc1ccc(S(=O)(=O)c2cccc([N+](=O)[O-])c2)cc1[N+](=O)[O-]	0%	0%	-9%	-7%	-18%	14%	4%	u	-1%	-2%	6%
CCCCn1c(N)c(N(CC(C)C)C(=O)c2cc(Cl)nc3ccccc23)c(=O)[nH]c1=O	x	-3%	x	-8%	-13%	x	0%	x	0%	-3%	3%
CCCCNC(=O)C1CCC(CNS(=O)(=O)c2ccc(C)cc2)CC1 (configuration not stated)	7%	-6%	-3%	2%	-6%	4%	1%	5%	-1%	0%	0%&4%
O=C(C1CCN(S(=O)(=O)c2ccc3ccccc3c2)CC1)N1CCN(c2ncccn2)CC1	-2%	9%	1%	5%	-33%	1%	-6%	u	-15%	-1%	2%
O=C(O)C1CCCN1C(=O)Oc1ccccc1 (configuration not stated)	-9%	1%	-3%	0%	1%	-2%	x	-18%	-1%	-8%	-1%
COc1ccc(C(=O)N2CCN(CCNC(=O)C(=O)Nc3ccc(Br)cc3)CC2)cc1	-8%	-7%	0%	-16%	-72%	-4%	9%	u	-9%	-10%	6%
c1ccc2c(c1)CCN2CCN1CCc2ccccc21	-8%	3%	14%	0%	-13%	8%	-5%	-22%	-3%	4%	-19%
CCC(C)N(C(=O)CSc1nnc(-c2ccco2)n1C)C1CCS(=O)(=O)C1 (configuration not stated)	x	1%	x	-2%	-2%	x	1%	x	-5%	11%	1%
Cc1ccc(CNC(=O)c2cccnc2Sc2cccc(Cl)c2)cc1	-13%	-2%	-3%	1%	-5%	x	-1%	-8%	-1%	0%	0%
COc1ccc(C2=NN(C(=O)CCC(=O)O)C(c3ccc(Br)cc3)C2)cc1 (configuration not stated)	-12%	-3%	-23%	11%	-4%	14%	-4%	-8%	0%	-43%[inhibitor]	-18%
CC(=O)N1CCN(c2ccc(NCc3cccc(C)c3)cc2)CC1	x	-4%	x	-4%	-12%	x	-18%	x	-2%	-6%	6%
CC(C)OC(=O)NC(Nc1ccccc1C(=O)O)(C(F)(F)F)C(F)(F)F	-9%	-1%	-8%	1%	7%	-2%	-14%	-31%	-1%	-5%	2%
COC(=O)n1c(=O)oc2ccc(S(=O)(=O)N3CCCCC3)cc21	-2%	-1%	23%	-2%	-1%	x	4%	u	1%	-2%	3%
CCOc1nc(Nc2ccc(OC)cc2OC)nc(OCC)n1	x	0%	-5%	3%	-29%	-8%	10%	x	0%	x	-1%
Cc1ccc2nc(Nc3ccc(C)c(C)c3)c3nncn3c2c1	1%	20%	13%	20%	48%	5%	3%	15%	11%	14%	u
O=C(Nc1ccc(Cl)cn1)c1ccc(Br)c(S(=O)(=O)N2CCCCC2)c1	-8%	u	-1%	-3%	-1%	-9%	-3%	-8%	-11%	-2%	0%
CCc1nn(CCCN2CCN(c3cccc(Cl)c3)CC2)c(=O)n1CCOc1ccccc1	-6%&-28%&21%&-8%	-1%&0%	8%&6%	-6%&-8%	0%&-14%	-19%&6%	u	28%&33%&18%&13%	-3%	x	-2%&2%

Not all compounds are listed; the hit share may differ from the screen's.
